High-throughput results (PubChem BioAssay)
ERG-DNA inh – blocks human ERG Ets domain binding to DNA. fluorescence polarization, His-ERG Ets domain / labelled DNA. Potency, µM (top dose mostly 76.9 µM), inactives show at the top dose FP activity, negative = inhibition, actives largely listed as inhibitors. P11308. 370,000 compounds, 0.028% hits; active = well fitted inhibition curve with a large enough effect in the polarisation, with a control signal flat; inconclusive = small, poorly fitted or top-dose-only effect, or effect the other way, or a change in a side signal; inactive = no such curve, though single readings can be large or run the other way; the % refers to the polarisation;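 note: polarization taken with two DNA probes labelled with fluorescein and Texas red; potency is the fitted concentration of half-maximal effect; % of control where 0% means no effect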
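His-tagged ERG Ets domain (1 uM in the protein solution; 300mM KCl, 50mM Tris-HCl, 1mM EDTA, 1mM DTT, pH 7.5) received compound, then a probe mix of 5 nM fluorescein-DNA and 100nM Texas-615-DNA. Fluorescence polarization was read for both dyes.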
JMJD2A Tudor – inhibitors of human JMJD2A Tudor domain. O75164. AlphaScreen JMJD2A-Tudor / H3K4me3 peptide binding. Potency, µM (doses to about 114 µM), for the others: top-dose activity change, negative = inhibition, most hits filed as inhibitors. 390,000 compounds, 4.4% hits. AID 504339; note: potency is the fitted concentration of half-maximal effect; % is set by controls: 0 for no effect and ±100 for the full control effect; nearly all actives have a fitted effect of over 50% in size
PGK inhibitor – inhibitors of T. brucei phosphoglycerate kinase. P07378. PGK/GAPDH coupled, Kinase-Glo luminescence, 60 min. Potency, µM (doses to about 57.5 µM), for the others: at the highest dose activity change, negative = inhibition, most hits filed as inhibitors. 380,000 compounds, 0.043% hits. AID 602233; note: potency is the fitted concentration of half-maximal effect; % is set by controls: 0 for no effect and ±100 for the full control effect; nearly all actives have a fitted effect of over 60% in size
Target sequence (P07378 whole entry, looked up): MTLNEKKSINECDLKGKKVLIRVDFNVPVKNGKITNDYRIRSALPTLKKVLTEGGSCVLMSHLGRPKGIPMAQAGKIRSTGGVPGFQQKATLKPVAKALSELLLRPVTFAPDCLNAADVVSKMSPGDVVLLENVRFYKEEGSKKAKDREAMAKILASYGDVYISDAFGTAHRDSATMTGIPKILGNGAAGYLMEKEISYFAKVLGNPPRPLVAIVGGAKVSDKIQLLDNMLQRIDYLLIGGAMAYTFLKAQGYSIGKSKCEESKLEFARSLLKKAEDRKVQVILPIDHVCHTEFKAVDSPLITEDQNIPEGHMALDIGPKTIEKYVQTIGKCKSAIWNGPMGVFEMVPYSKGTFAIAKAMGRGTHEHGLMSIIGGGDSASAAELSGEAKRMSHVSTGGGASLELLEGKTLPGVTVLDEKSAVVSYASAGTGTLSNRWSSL
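Recombinant glycosomal PGK reaction used 1,3-bisphosphoglycerate generated in-well by GAPDH (100nM final) in 100mM TEA pH 7.6, 5mM MgCl2, 0.01% Tween-20. After 60 minutes at room temperature, ATP was read by Kinase-Glo Plus luminescence end-point.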
HP1b chromo inh – inhibitors of HP1-beta chromodomain binding to methylated histone tails; Potency, µM (highest dose often 114 µM), for inactives: at the highest dose activity change, negative = inhibition, actives largely listed as inhibitors; AlphaScreen HP1-beta / biotin-H3K9me3 peptide binding; 390,000 compounds, 0.56% hits; note: potency is the fitted concentration of half-maximal effect; nearly all actives have a fitted effect of over 70% in size; inactives centre near 23
Target sequence (P83916 whole entry, looked up): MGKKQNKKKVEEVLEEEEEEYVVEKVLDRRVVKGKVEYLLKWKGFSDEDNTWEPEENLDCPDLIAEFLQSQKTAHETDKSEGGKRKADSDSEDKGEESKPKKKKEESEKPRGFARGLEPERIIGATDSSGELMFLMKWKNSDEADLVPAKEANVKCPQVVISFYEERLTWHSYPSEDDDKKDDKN
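HP1-beta protein (50 nM final) preincubated 30 min at room temperature with biotinylated H3(1-18)K9me3 peptide (50 nM) in PBS pH 7.4, 0.01% Tween-20, then compound added for 30 min. AlphaScreen streptavidin donor/nickel chelate acceptor beads (10 ug/mL final), 30 min dark, luminescence read.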
BAZ2B block – BAZ2B (human) inhibition | AlphaScreen BAZ2B-H3K14Ac peptide displacement | 360,000 compounds, 4.4% hits | Q9UIF8 | Potency, µM (series often up to 114 µM), without a hit: top-dose activity change, negative = inhibition, actives largely listed as inhibitors; note: potency is the fitted concentration of half-maximal effect; % is set by controls: 0 for no effect and ±100 for the full control effect; nearly all actives have a fitted effect of over 60% in size
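Complex of BAZ2B and biotin-H3K14Ac (50 nM apiece) forms over 30 min at RT, then faces library compounds up to 110 uM for another 30 min; AlphaScreen beads added, 20 min dark incubation, luminescence read.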
G9a inh – G9a (human) methyltransferase inhibition; G9a H3K9 monomethylation, AlphaScreen, 2 h; Q96KQ7; Potency, µM (highest dose often 102 µM), without a hit: top-dose activity, negative = inhibition, actives largely listed as inhibitors; AID 504332; 350,000 compounds, 8.8% hits; note: potency is the fitted concentration of half-maximal effect; % is set by controls: 0 for no effect and ±100 for the full control effect; nearly all actives have a fitted effect of over 75% in size
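G9a (20 nM) was preincubated 15 min with compound, then reacted 2 h at room temperature with 500 nM biotin-H3K9 peptide and 20 µM SAM. Monomethyl-H3K9 detected by AlphaScreen using anti-H3K9me1 antibody.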
Pin1 inh – inhibitors of human Pin1; Q13526; Pin1 FP peptide displacement, HiFluor488, 10 min; Potency, µM (series often up to 115 µM), for inactives: top-dose activity, negative = inhibition, usual class: inhibitors; 390,000 compounds, 0.009% hits; AID 504891; active = well fitted inhibition curve with a large enough effect in the polarisation, with a control signal flat, not every such curve was filed as active; inconclusive = small, poorly fitted or top-dose-only effect, or effect the other way, or a change in a side signal; inactive = no such curve, though single readings can be large or run the other way; the % refers to the polarisation; note: potency is the fitted concentration of half-maximal effect; % is set by controls: 0 for no effect and ±100 for the full control effect
Target sequence (Q13526 whole entry, looked up): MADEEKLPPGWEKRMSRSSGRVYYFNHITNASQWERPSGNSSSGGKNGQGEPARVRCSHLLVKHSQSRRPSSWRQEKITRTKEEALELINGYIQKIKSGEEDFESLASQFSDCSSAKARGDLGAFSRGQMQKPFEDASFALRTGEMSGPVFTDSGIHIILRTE
PI4K2A block – blocks human PI4K2A kinase activity | purified PI4K2A, ADP-Glo luminescence, 1 h; hits give low values | activity change, negative = inhibition, % at 76.9 µM | 420,000 compounds, 0.13% hits; in the data active = activity change below about -50%; inconclusive = mostly about -30% to -49%;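 note: -100% = wells without enzyme as full effect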
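ADP-Glo luminescence measured ADP generated by PI4K2A enzyme (4 ug/mL before mixing) with 1.2 mM PI substrate (pre-mix) and 300 microM ATP (pre-mix). Tris pH7.5 buffer with MgCl2, Triton X-100; 1 h reaction at ambient temperature.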
GLS inhibitor – blocks human kidney-isoform glutaminase activity. O94925. GLS enzymatic activity, qHTS titration. Potency, µM (highest dose often 45.5 µM), for the others: top-dose activity change, negative = inhibition, actives largely listed as inhibitors. 410,000 compounds, 0.21% hits; note: potency is the fitted concentration of half-maximal effect; % is set by controls: 0 for no effect and ±100 for the full control effect
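Read-out is an Amplex red fluorescence increase coupled through glutamate oxidase and HRP, measured before and after 30 min room-temperature incubation. hKGA is in 45 mM KH2PO4 (pH 8.2) with 0.02% Tween-20; glutamine added as 1mM solution.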
Active calls of the source: *; i = inactive; ? = inconclusive; nt = no result given; [ ] = another dose, or the depositor's remark. Unless noted, calls come from the whole dose curve; as a rule, active = well fitted curve in the direction sought with a large enough effect; inconclusive = small, poorly fitted or top-dose-only effect, or another doubt; inactive = no such curve, though single readings can be large; an effect the other way counts as inactive or inconclusive.

ERG-DNA inh	JMJD2A Tudor	PGK inhibitor	canonical_smiles	HP1b chromo inh	BAZ2B block	G9a inh	Pin1 inh	PI4K2A block	GLS inhibitor
10.5%	-14.1%	8.7%	CC(=O)NC(CC(=O)NNC(=O)c1cc2ccccc2cc1O)c1ccccc1 (stereo not drawn)	30.3%	-10.9%	17.6%	-12.6%	0.3	4.2%
3.2%	-1.0%	nt	CCc1cccc(OCC(=O)Nc2ccc(S(=O)(=O)Nc3cc(C)nc(C)n3)cc2)c1	25.1%	-19.4%	?	3.1%	0.7	15.1%
-7.0%	-11.0%	7.4%	Cc1ccc(CN(C(=O)c2ccccc2C)C2CCS(=O)(=O)C2)o1 (stereo not drawn)	23.8%	-17.4%	3.9%	2.7%	2.8	7.5%
-6.7%	-14.4%	5.2%	CC(C)(C)OC(=O)N1CCC[C@H]1C(=O)N/N=C/c1cccc2nccnc12	51.8%[activator]	-13.9%	-28.2%	-4.5%	0.5	12.9%
-6.7%	-19.9%	-3.6%	CCOCCCn1c(=O)c(NC(=O)c2ccc(OCC)cc2)c2n(c1=S)CCCCC2	14.1%	10.5%	12.6%	-2.9%	1.1	-3.2%
3.6%	-6.9%	5.1%	O=C(C1CCN(S(=O)(=O)c2cccs2)CC1)N1CCCC(C(F)(F)F)C1 (stereo not drawn)	34.2%	1.8%	nt	-7.5%	0.4	13.7%
1.0%	-12.7%	-9.8%	COc1ccc(NC(=O)C2C3C=CC4(O3)C2C(=O)N(CCN2CCCCC2)C4C(=O)NC2CCCCC2)cc1 (stereo not drawn)	5.2%	4.7%	24.4%	1.7%	0.3	2.5%
-1.0%	8.5%	-1.9%	Cc1cccc(Cn2c(=O)n3nc(-c4ccccc4)nc3c3ccccc32)c1	42.1%[activator]	3.7%	-3.3%[59 µM]	?	2.3	0.8%
-2.7%	8.1%	9.4%	Cc1ccc(-n2c(=O)c3oc4ccccc4c3n(Cc3ccccc3F)c2=O)cc1C	40.0%[activator]	-38.9%	5.4%[59 µM]	-12.1%	-0.4	-7.1%
-11.3%	-6.1%	0.2%	CN(C)c1ccc(C(C(=O)NCC2CCCO2)N(C(=O)c2snc(C(N)=O)c2N)c2ccccc2)cc1 (stereo not drawn)	27.9%	-1.4%	-9.6%	9.1%	-1.6	13.4%
0.1%	-16.3%	8.1%	CC(C)(C)OC(=O)N/N=C/c1ccc(N2CCOCC2)s1	12.5%	-3.9%	15.8µM*	?	6.0	23.0%
-2.6%	-20.4%	3.4%	CCOC(=O)c1c(C)nc2sc3c(=O)n(-c4ccc(OC)cc4)cnc3c2c1-c1ccc(OC)cc1	5.3%	10.2%	nt	-12.4%	4.3	4.0%
-6.5%	-7.0%	4.8%	CCOC(CNC(=O)CN1C(=O)COc2ccc(S(=O)(=O)N3CC(C)CC(C)C3)cc21)OCC (stereo not drawn)	29.1%	9.5%	nt	-0.5%	2.0	13.2%
2.9%	?	i	Cc1cc(C)c(NC(=O)C2CC(=O)N(c3ccc4c(c3)OCCO4)C2)c(C)c1 (stereo not drawn)	6.1%	-17.8%	-14.4%	1.9%	-1.7	0.8%
-2.9%	-4.9%	9.9%	CN(C)C(CNC(=O)c1ccc(Br)cc1)c1ccco1 (stereo not drawn)	26.0%	-16.7%	4.0%	2.7%	-1.9	-7.4%
4.4%	-24.8%	i	CCOc1ccccc1N1C(=O)CC(N(O)c2ccccc2)C1=O (stereo not drawn)	18.9%	5.8%	?	-7.3%	4.0	5.1%
nt	-11.3%	-0.2%[11.5 µM]	COc1cc(Cl)c(S(=O)(=O)NCc2cccnc2)cc1Cl	38.7%[activator]	2.3%	-6.2%[59 µM]	-1.1%	0.7	-11.4%
-4.9%	-6.7%[57.1 µM]	i	CCN(CC)C(=O)CN(c1cc(Cl)ccc1OC)S(=O)(=O)c1ccc(C)c([N+](=O)[O-])c1	41.8%[activator]	-3.1%	0.1%[59 µM]	-2.8%	1.3	-10.9%
-4.1%	-21.1%	-5.6%	COc1ccc(-c2noc(N3CCC(C(=O)N(C)c4cc(Cl)ccc4OC)CC3)n2)cc1	25.8%	-2.1%	2.5%[59 µM]	-1.7%	-2.4	?

Among those listed so far, 9 have nitrogen in an aromatic ring.
ERG-DNA inh	JMJD2A Tudor	PGK inhibitor	canonical_smiles	HP1b chromo inh	BAZ2B block	G9a inh	Pin1 inh	PI4K2A block	GLS inhibitor
3.2%	-1.0%	nt	CCc1cccc(OCC(=O)Nc2ccc(S(=O)(=O)Nc3cc(C)nc(C)n3)cc2)c1	25.1%	-19.4%	?	3.1%	0.7	15.1%
-6.7%	-14.4%	5.2%	CC(C)(C)OC(=O)N1CCC[C@H]1C(=O)N/N=C/c1cccc2nccnc12	51.8%[activator]	-13.9%	-28.2%	-4.5%	0.5	12.9%
-6.7%	-19.9%	-3.6%	CCOCCCn1c(=O)c(NC(=O)c2ccc(OCC)cc2)c2n(c1=S)CCCCC2	14.1%	10.5%	12.6%	-2.9%	1.1	-3.2%
-1.0%	8.5%	-1.9%	Cc1cccc(Cn2c(=O)n3nc(-c4ccccc4)nc3c3ccccc32)c1	42.1%[activator]	3.7%	-3.3%[59 µM]	?	2.3	0.8%
-2.7%	8.1%	9.4%	Cc1ccc(-n2c(=O)c3oc4ccccc4c3n(Cc3ccccc3F)c2=O)cc1C	40.0%[activator]	-38.9%	5.4%[59 µM]	-12.1%	-0.4	-7.1%
-11.3%	-6.1%	0.2%	CN(C)c1ccc(C(C(=O)NCC2CCCO2)N(C(=O)c2snc(C(N)=O)c2N)c2ccccc2)cc1 (stereo not drawn)	27.9%	-1.4%	-9.6%	9.1%	-1.6	13.4%
-2.6%	-20.4%	3.4%	CCOC(=O)c1c(C)nc2sc3c(=O)n(-c4ccc(OC)cc4)cnc3c2c1-c1ccc(OC)cc1	5.3%	10.2%	nt	-12.4%	4.3	4.0%
nt	-11.3%	-0.2%[11.5 µM]	COc1cc(Cl)c(S(=O)(=O)NCc2cccnc2)cc1Cl	38.7%[activator]	2.3%	-6.2%[59 µM]	-1.1%	0.7	-11.4%
-4.1%	-21.1%	-5.6%	COc1ccc(-c2noc(N3CCC(C(=O)N(C)c4cc(Cl)ccc4OC)CC3)n2)cc1	25.8%	-2.1%	2.5%[59 µM]	-1.7%	-2.4	?
